MC4R antag cAMP = human MC4R antagonism in cAMP assay; inhibition, % at 6.5 µM; MC4R-expressing cells, MTII-stimulated cAMP, LANCE TR-FRET; 360,000 tested, 0.48% active; P32245;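 active = inhibition above its plate's cutoff, the mean of tested wells on that plate plus 3 SD, cut at about 29% in these data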;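 note: 0% = Melanotan II alone and 100% = Melanotan II plus saturating MCL0020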
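System: U2OS cells stably expressing human melanocortin 4 receptor (MC4R). Reagent: Melanotan II challenge after compound preincubation. Doses: 6.5 µM. Times: 30-min compound, 1-h challenge, 1-h detection, room temperature. Measured by: TR-FRET with Eu-cAMP and labeled anti-cAMP, 671 nm. Replicates: singlicate.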
NOD2 RIPK2 PPI = inhibitors of human NOD2-RIPK2 interaction. O43353. CHO BLA complementation NOD2-RIPK2, CCF4 ratio. inhibition, % at 4.98 µM. 360,000 tested, 0.38% active; in the data active = inhibition above about 21%;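 note: 0% = vehicle only and 100% = reference blocker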
Vif imaging = HIV Vif inhibition; HEK293T cells, Vif self-association by quenched fluorescence, imaging, 24 h; inhibition, % at 7.49 µM; 340,000 tested, 0.35% active; AID 602346; in the data active = inhibition above about 50%, passing the limit was not always enough; note: some results filed as inactive read as strong as hits
ABCB6 inh 2 = inhibitors of human ABC transporter ABCB6; K562-ABCB6 porphyrin accumulation, flow cytometry, 1 h; active compounds read low; fluorescence ratio to DMSO, % at 10 µM; 360,000 tested, 0.19% active; AID 602162;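 active = fluorescence ratio to DMSO below 75%, the collection mean minus 3 SD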;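 note: signal is porphyrin accumulated inside mitochondria; 100% equals median channel fluorescence of DMSO control wells; lower ratio means ABCB6 inhibition with less porphyrin fluorescence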
aDG glyco act = alpha-DG glycosylation activation; Pro5-aDG cells, alpha-DG glycosylation AlphaScreen (IIH6); 0% Pro5, 100% B10-LARGE cell signal; activation, % at 10 µM; 360,000 tested, 0.22% active; AID 624168;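 active = activation of at least 8% versus controls, or a plate z-score of at least 8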;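 note: Pro5 are CHO cells carrying HIG-tagged alpha-DG that lacks glycosylation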
MC4R barr agon = agonists of human melanocortin 4 receptor (MC4R) beta-arrestin | P32245 | U2OS MC4R beta-arrestin complementation, luminescence; percent of melanotan II response, DMSO zero | activation, % at 8.9 µM | 360,000 tested, 0.98% active;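 active = activation above a per-plate cutoff, the mean activation of sample wells on that plate plus 3 SD, cut at about 8% in these data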
TLR9-MyD88 inh = blocks human TLR9 binding to MyD88; CHO BLA complementation TLR9-MyD88, CCF4 FRET ratio; inhibition, % at 4.98 µM; 340,000 tested, 0.21% active;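 active = inhibition above the mean over all tested compounds plus 3 SD, cut at about 21% in these data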;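 note: 0% = DMSO only wells and 100% = clavulanate BLA inhibitor control wells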
Glyco luc inh = blocks N-linked glycosylation in D54 reporter cells. D54 ERlucT glycosylation luciferase reporter, 24 h; percent of 100 nM tunicamycin response. reporter increase, % at 12.5 µM. 360,000 tested, 0.23% active. AID 588692;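 active = mean luciferase reporter signal, scaled so untreated is 0 and the glycosylation-blocking control 100, at or above a set limit in every replicate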;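 note: luciferase carries N-glycosylation sites so blocking glycosylation raises the light; 0% = median of neutral control wells and 100% = median of 100 nM tunicamycin wells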
Granule exo inh = lytic granule exocytosis inhibition | TALL-104 LAMP-1 surface exposure, flow cytometry; cells stimulated with thapsigargin and PMA | inhibition, % at 10 µM | 360,000 tested, 0.66% active;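 active = inhibition above about 55%, limit read from the data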
ABHD5 PLIN5 PPI = blocks binding of human ABHD5 to perilipin-5 | Q00G26+Q8WTS1 | Split G. princeps luciferase complementation, luminescence, 4 h | inhibition, % at 4 µM | 360,000 tested, 0.78% active | AID 602281;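 active = inhibition above the mean inhibition across every tested compound plus 3 SD, cut at about 22% in these data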;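 note: 0% = DMSO only wells and the 100% control is not disclosed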
Numbers without * were called inactive; · = not tested or not shown.

Order of values: MC4R antag cAMP | NOD2 RIPK2 PPI | Vif imaging | ABCB6 inh 2 | aDG glyco act | MC4R barr agon | TLR9-MyD88 inh | Glyco luc inh | Granule exo inh | ABHD5 PLIN5 PPI
Cc1c(Cl)cccc1-n1c(SCC(=O)N2CCC(C(=O)O)CC2)nc2ccccc2c1=O
  20 | -7 | 9 | 104 | -0.1 | 0.1 | -9 | 0 | 1 | -12
CCC(C)NCc1ccc(C(=O)OC)o1 (stereo not given)
  3 | 5 | -5 | 97 | -0.2 | -0.4 | -3 | 0 | -1 | -1
Cc1ccc(Oc2nc3ccccc3n3cccc23)cc1
  3 | -4 | · | 99 | -0.2 | 1.9 | -1 | 1 | -8 | 2
COc1ccccc1NC(=O)N1CCC(NC(=O)C(Cc2ccccc2F)NC(C)=O)CC1 (stereo not given)
  9 | -5 | -11 | 94 | 0.0 | -1.7 | -4 | 2 | -10 | 6
O=C(COc1ccc2c3c(c(=O)oc2c1)CCC3)N1CCCCC1
  1 | -11 | -1 | 93 | 0.0 | 0.8 | -5 | -1 | -1 | 4
O=C(Cc1ccc(-n2c(=O)[nH]c3ccsc3c2=O)cc1)NCc1cccnc1
  16 | -9 | 2 | 93 | 0.1 | 2.6 | 2 | 0 | -1 | 0
Cc1[nH]nc2c1C1(CCC3(CC1)OCCO3)C(C#N)=C(N)O2
  14 | -1 | -5 | 103 | 0.1 | 0.8 | -1 | -2 | 8 | -4
Cc1ccc(O)c(NC(=O)C2=CC(c3ccco3)=NS(=O)(=O)N2C)c1
  12 | -2 | -5 | 97 | 0.0 | -2.5 | -1 | 0 | 0 | -2
Cc1ccc(C2=NN(C(=O)CSc3nccn3C)C(c3ccco3)C2)cc1 (stereo not given)
  -4 | 10 | 16 | 94 | 0.2 | -1.9 | -5 | 23 | -1 | 2
CCC(C)SCC(=O)Nc1ccc(S(=O)(=O)N2CCOCC2)cc1OC (stereo not given)
  13 | -5 | 2 | 96 | 0.1 | -1.1 | -4 | -1 | -6 | -14
CC(C)Oc1ccc(C(=O)NC2CCN(Cc3ccccc3)CC2)cc1
  6 | -4 | -3 | 100 | 0.1 | 0.4 | 3 | -5 | 6 | 0
Cc1nc(-c2ccccc2)sc1-c1n[nH]c(=S)n1C
  3 | -6 | -18 | 101 | 0.1 | -1.1 | 5 | 1 | -5 | 0
O=C(CCCn1c(SCC(=O)Nc2ccccc2Cl)nc2ccccc2c1=O)NCC1CCCO1 (stereo not given)
  -1 | 7 | 8 | 102 | 0.3 | -1.3 | 6 | -4 | -3 | 4
Cc1ccc2ccc(S(=O)(=O)NCc3ccccn3)cc2c1
  6 | 2 | -10 | 94 | 0.3 | -0.9 | 2 | -1 | -3 | 0
CCC(=O)Nc1nc(-c2ccccc2)ns1
  7 | 5 | -6 | 98 | -0.3 | -1.6 | -8 | 6 | 0 | -4
CC(C)NC(=O)Nc1ccc2c(c1)C(=O)N([C@H](C)CO)C[C@H](C)[C@@H](CN(C)S(C)(=O)=O)O2
  4 | -1 | -3 | 102 | -0.1 | -0.3 | -11 | 7 | 15 | 6
Cc1ccc(SCC(=O)c2ccc[nH]2)cc1
  20 | -1 | 6 | 102 | 0.1 | -1.3 | -1 | 1 | 0 | 0
CCOC(=O)c1c(C)c(C(=O)N(C)C2CCCCC2)c(C)n1C
  12 | -6 | · | 98 | 0.1 | 2.1 | -6 | -2 | -2 | -8
CCCCSc1[nH]c(=O)c(C(=O)OCC)cc1C#N
  4 | -6 | 13 | 104 | 0.0 | 0.6 | -11 | 1 | 2 | -2
Cc1cccc2sc(NC(=O)CSc3cn[nH]n3)nc12
  8 | 0 | -9 | 92 | 0.0 | 0.7 | 10 | 0 | -14 | -4
Nc1ccn(CCCNC2CCN(Cc3ccccc3)CC2)c(=O)n1
  16 | -5 | · | 104 | 0.1 | 0.6 | -4 | -1 | 0 | -3
COc1ccc(Nc2cc(C(=O)NCCCN3CCOCC3)c3ccccc3n2)cc1
  2 | -7 | -1 | 95 | 0.0 | -2.3 | 0 | -6 | 2 | 2
O=C(Nc1ccc(OC(F)(F)F)cc1)NC1CCC(Oc2ccc(C(=O)O)cc2)CC1 (stereo not given)
  9 | 0 | -6 | 104 | -0.2 | -1.6 | -13 | 5 | 7 | 0
CC(=O)c1ccc(N2CCN(C(=O)c3ccc4nc[nH]c4c3)CC2)cc1
  15 | -6 | -3 | 102 | 0.2 | -1.8 | 5 | 3 | -3 | 1
O=c1[nH]c2cc3c(cc2cc1CN(CCCO)Cc1nnnn1Cc1ccc(F)cc1)OCO3
  4 | 26* | -4 | 109 | 0.0 | 0.5 | 8 | 4 | 4 | 9
CCC1Oc2ccccc2N(CC(=O)NCCN2C(C)CCCC2C)C1=O (stereo not given)
  12 | -14 | 14 | 104 | -0.2 | 0.2 | -5 | -1 | 2 | -9
Cc1cccc(OCC2CCCN(Cc3nc(C4CC4)no3)C2)c1 (stereo not given)
  20 | 6 | 10 | 98 | 0.1 | -1.5 | -2 | -1 | -2 | 0
CC(Oc1ccc(-c2ccccc2)c(F)c1)c1ccn(S(=O)(=O)c2ccc(Cl)cc2)n1 (stereo not given)
  9 | 7 | · | 87 | 1.2 | -1.5 | -1 | · | 6 | -7
CCOc1ccc(C(=O)C2CCN(CC(=O)Nc3ccccc3N3CCOCC3)CC2)cc1
  5 | -7 | · | 98 | 1.1 | 0.0 | -1 | -2 | 0 | 6
C=CCNC(=O)CCCC(=O)NCC=C
  7 | -12 | 1 | 98 | 0.0 | -1.1 | -5 | -1 | 0 | 3

Compound profiles, as listed above. Values in the order: MC4R antag cAMP | NOD2 RIPK2 PPI | Vif imaging | ABCB6 inh 2 | aDG glyco act | MC4R barr agon | TLR9-MyD88 inh | Glyco luc inh | Granule exo inh | ABHD5 PLIN5 PPI
`COc1ccc(Nc2cc(C(=O)NCCCN3CCOCC3)c3ccccc3n2)cc1` reads 2 | -7 | -1 | 95 | 0.0 | -2.3 | 0 | -6 | 2 | 2
`CCCCSc1[nH]c(=O)c(C(=O)OCC)cc1C#N` reads 4 | -6 | 13 | 104 | 0.0 | 0.6 | -11 | 1 | 2 | -2

Other structures
Order of values: MC4R antag cAMP | NOD2 RIPK2 PPI | Vif imaging | ABCB6 inh 2 | aDG glyco act | MC4R barr agon | TLR9-MyD88 inh | Glyco luc inh | Granule exo inh | ABHD5 PLIN5 PPI
O=C(NNC(=O)c1ccccc1C(=O)O)c1cc2ccccc2o1
  -5 | -4 | -3 | 106 | -0.1 | -3.2 | -7 | -3 | -4 | 3
Cc1cc(C)cc(OCC(=O)OCC(=O)N(CC(C)C)c2c(N)n(Cc3ccccc3)c(=O)[nH]c2=O)c1
  11 | -1 | -8 | 92 | 0.2 | -1.2 | 3 | 3 | 2 | -3
COc1ccc(C=NCCC2(O)CC(C)N(C)CC2C)cc1 (stereo not given)
  5 | 2 | 7 | 94 | 0.2 | -1.6 | 3 | 0 | -3 | -5
COc1ccc(NC(=O)c2cc(-c3cc(Cl)ccc3OC)n[nH]2)cc1OC
  16 | 1 | -8 | 101 | -0.1 | -0.5 | · | 8 | -2 | 2
Cc1cccc(NC(=O)CSc2nnc(Cn3cnc4ccccc43)o2)c1
  1 | -1 | 22 | 103 | 0.4 | 1.4 | -5 | -2 | 2 | 6
O=C(c1cc2sccc2n1Cc1ccccc1)N1CCCc2ccccc21
  10 | -5 | 9 | 88 | 0.1 | -2.2 | -8 | -6 | 2 | -6
CCOc1ccccc1CN1C(=O)NC2(CCCCCC2)C1=O
  -4 | 0 | 20 | 95 | 0.0 | -1.3 | -5 | 2 | -9 | 0
O=C(CCC(=O)Nc1ccc(F)cc1)N/N=C/c1cc([N+](=O)[O-])ccc1O
  0 | -9 | 2 | 105 | 0.7 | -0.5 | 2 | -1 | 4 | -8
O=C(Cc1ccccn1)Nc1ccccc1
  11 | -3 | -2 | 100 | -0.3 | -0.7 | -7 | 5 | 1 | 3
Cc1nn(C(=O)CNS(=O)(=O)c2ccccc2)c(C)c1Sc1ccc(Cl)cc1
  9 | 14 | 3 | 104 | 0.1 | 8.9* | -12 | 0 | -10 | -3
COc1ccc(Oc2ccc(C(F)(F)F)cc2NC(=O)c2ccc(F)cc2)cc1
  0 | -10 | -1 | 96 | 0.1 | 1.7 | · | -2 | 23 | -6
COc1ccc(N2CCN(C(CNC(=O)C(C)(C)C)c3cccnc3)CC2)cc1 (stereo not given)
  1 | -11 | 0 | 101 | 0.0 | 3.3 | 2 | 2 | 1 | 5
COC(=O)/C(=N\Nc1ccccc1)Sc1nnc(-c2ccc(OC)cc2)n1C
  7 | -8 | 1 | 94 | -0.3 | 0.0 | -9 | 2 | -4 | 10
Cn1nnc(NC(=O)C(c2ccccc2)c2ccccc2)n1
  -7 | 3 | 5 | 89 | 0.0 | 1.8 | 6 | 1 | 2 | 14
CCCN1CCN(C(=O)C2CCN(c3nnc(C)c4c(C)n(-c5ccc(C)cc5)nc34)CC2)CC1
  1 | 0 | 0 | 107 | 1.3 | -4.3 | -2 | 2 | 5 | 4
COc1cc(CCC(=O)Nc2cccc(C(F)(F)F)c2)cc(OC)c1OC
  10 | -7 | -3 | 92 | 0.0 | -2.2 | -43 | 0 | -2 | -3
Cc1cccc(N2CC(C(=O)Nc3cccc(S(=O)(=O)N4CCCCC4)c3)CC2=O)c1C (stereo not given)
  4 | -2 | -7 | 89 | 0.5 | -1.4 | -3 | -3 | 2 | 3
Nc1n[nH]c(C(F)(F)F)c1-c1ccccc1
  19 | -4 | 5 | 99 | 0.5 | -0.6 | -3 | -3 | 5 | 1
COc1cccc(-c2ncc3ccccc3c2COC(=O)c2cccc(Br)c2)c1
  -13 | -9 | -6 | 104 | 0.3 | 3.4 | -4 | -5 | -2 | -1
COc1cc(C(=O)NC(=S)N2CCN(C)CC2)cc(OC)c1OC
  4 | -4 | 17 | 99 | -0.1 | -2.2 | -1 | 1 | -5 | -3
Brc1ccc(-c2csc(N3CCc4ccccc4C3)n2)cc1
  -3 | -6 | · | 97 | 0.0 | -1.4 | 0 | 2 | 0 | -4
Cc1nnc2c(SC(C)C)nc3ccccc3n12
  20 | -3 | -3 | 97 | 0.0 | -1.9 | 3 | 2 | -1 | 5

An excerpt from above, limited to ABHD5 PLIN5 PPI.
mol | ABHD5 PLIN5 PPI
Cn1nnc(NC(=O)C(c2ccccc2)c2ccccc2)n1 | 14
CCCN1CCN(C(=O)C2CCN(c3nnc(C)c4c(C)n(-c5ccc(C)cc5)nc34)CC2)CC1 | 4
COc1cc(CCC(=O)Nc2cccc(C(F)(F)F)c2)cc(OC)c1OC | -3
Cc1cccc(N2CC(C(=O)Nc3cccc(S(=O)(=O)N4CCCCC4)c3)CC2=O)c1C (stereo not given) | 3
Nc1n[nH]c(C(F)(F)F)c1-c1ccccc1 | 1

Bioassay records (PubChem)

Not all compounds are listed; count on the stated rates, not on these rows.
